From PubChem
D1 antag: antagonists of human D1 dopamine receptor. P21728. HEK293 TREx D1 cells, calcium flux, dopamine EC80; stronger effect = lower value. activity change, negative = inhibition, % at 10 µM. 360,000 compounds, 3.2% hits. AID 504652; in the data active means activity change below about -30%; further: on the % scale 0 is the no-effect control and ±100 the full control effect
Target sequence (P21728 whole entry, looked up): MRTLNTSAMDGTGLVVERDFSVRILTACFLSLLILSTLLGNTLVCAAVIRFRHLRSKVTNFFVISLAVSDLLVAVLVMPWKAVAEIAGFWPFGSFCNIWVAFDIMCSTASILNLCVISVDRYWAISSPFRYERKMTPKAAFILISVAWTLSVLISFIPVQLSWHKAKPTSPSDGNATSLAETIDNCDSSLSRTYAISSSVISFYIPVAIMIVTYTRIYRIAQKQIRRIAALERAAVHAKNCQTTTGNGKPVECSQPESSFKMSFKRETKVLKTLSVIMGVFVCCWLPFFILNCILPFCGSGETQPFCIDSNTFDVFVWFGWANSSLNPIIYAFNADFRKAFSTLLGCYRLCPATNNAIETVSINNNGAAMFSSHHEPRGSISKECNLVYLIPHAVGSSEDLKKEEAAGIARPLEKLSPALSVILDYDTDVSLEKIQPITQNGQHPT
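Allosteric or orthosteric antagonism assessed as attenuation of the calcium response to EC80 dopamine, added 180 s after compound, in induced HEK293 Trex D1 cells loaded with no-wash calcium dye.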
D1 PAM: enhances dopamine response at the human D1 receptor. HEK293 TREx D1 cells, calcium flux, dopamine EC20 potentiation. potentiation, % at 10 µM. 360,000 compounds, 0.036% hits; in the data active means potentiation above about 30%; further: 0% is about no effect
Vif-A3G inh: Vif-A3G binding inhibition; AID 602310; HeLa A3G-eYFP + Vif (tagged APOBEC3G with the HIV-1 protein that degrades it), YFP fluorescence, overnight; 410,000 compounds, 0.076% hits; Potency, µM (series often up to 46.1 µM), without a hit: at the top dose activity, negative = active, most hits filed as inhibitors; Q9HC16;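 further: potency means the concentration at half of the fitted maximal effect; on the % scale 0 is the no-effect control and ±100 the full control effect; nearly all actives have a fitted effect of over 60% in size; hits raise eYFP signal because A3G escapes Vif-driven loss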
Target sequence (Q9HC16 whole entry, looked up): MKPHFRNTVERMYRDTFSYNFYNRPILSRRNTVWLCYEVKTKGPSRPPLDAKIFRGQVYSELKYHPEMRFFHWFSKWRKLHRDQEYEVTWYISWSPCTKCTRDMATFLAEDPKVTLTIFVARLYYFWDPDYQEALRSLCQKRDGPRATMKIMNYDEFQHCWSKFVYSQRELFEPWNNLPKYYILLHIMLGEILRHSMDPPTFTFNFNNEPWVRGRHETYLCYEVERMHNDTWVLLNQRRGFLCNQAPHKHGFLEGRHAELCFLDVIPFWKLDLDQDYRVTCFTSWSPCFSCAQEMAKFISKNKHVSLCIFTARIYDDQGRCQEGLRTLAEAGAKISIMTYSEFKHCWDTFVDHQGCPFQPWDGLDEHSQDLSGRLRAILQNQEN
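HeLa cells stably expressing Vif and C-terminally eYFP-tagged A3G, seeded overnight at 37 deg C, then exposed to compound by pintool overnight at 37 deg C. Rise in yellow fluorescence (Ex 488/Em 500-530, Acumen) marks blocked Vif-driven A3G degradation.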
GRP78 ERSR act: inducers of ER stress response in human glioma cells | U87-MG GRP78 promoter luciferase reporter, 16 h | Potency, µM, without a hit: at the highest dose activation, hits mostly activators | 420,000 compounds, 0.02% hits | AID 602332; further: potency means the concentration at half of the fitted maximal effect; series mostly up to about 76 µM; % of control where 0% means no effect; nearly all actives have a fitted effect of over 35% in size
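ERSR induction read as luciferase luminescence (Bright-Glo, 10 min at room temperature) in stably transfected human U87-MG glioma cells exposed to compounds for 16 h, using GRP78 as sensor.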
D2 PAM: D2 dopamine receptor (human) potentiation. P14416. HEK293 T-REx D2, calcium flux, EC20 dopamine potentiation. potentiation, % at 10 µM. 340,000 compounds, 0.34% hits. AID 485347;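 active means potentiation over 3 SD above the plate norm, cut at about 30% in these data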; further: 0% is about no effect
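Tetracycline-induced HEK293 T-REx cells force-coupled to calcium signalling expressed D2; compounds were pin-added after a 10 s baseline, read kinetically 180 s, then an EC20 dopamine challenge followed with a further 180 s calcium read.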
D1 agonist: agonists of human D1 dopamine receptor; activation, % at 2 µM; 360,000 compounds, 1% hits; AID 504660; HEK293 T-REx D1 cells, calcium flux, agonist mode; P21728; in the data active means activation above about 30%; further: 0% is about no effect
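Agonism was scored from calcium flux recorded over 180 s (1 read/s) after pintool compound addition, following a 10-cycle baseline. Cells were inducible force-coupled HEK293 TREx D1, plated overnight at 30 C and loaded with no-wash calcium dye.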
RXFP1 antagonist: antagonists of human relaxin receptor RXFP1 | HEK293-RXFP1, relaxin-stimulated cAMP HTRF, 30 min; stronger effect = lower value | Q9HBX9 | 350,000 compounds, 0.59% hits | activity change, negative = inhibition, % at 57.5 µM;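 active means activity change of -60% or lower, but not beyond a set lower limit; inconclusive means change between -60% and -40%, or beyond the set limit; inactive means change above -40%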; further: on the % scale 0 is the no-effect control and ±100 the full control effect
Vif-APOBEC3F blk: blocks the Vif interaction with APOBEC3F; HeLa A3F-eYFP + Vif (tagged APOBEC3F with the HIV-1 protein that degrades it), YFP fluorescence increase; Potency, µM (highest dose often 46.1 µM), for inactives: top-dose activity, negative = active; 390,000 compounds, 0.2% hits; AID 602313; further: potency means the concentration at half of the fitted maximal effect; % of control where 0% means no effect; nearly all actives have a fitted effect of over 65% in size
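Fluorescence increase (Ex 488/Em 500-530) after overnight compound treatment at 37 deg C flags inhibition of Vif-driven A3F-eYFP loss in stable HeLa A3F-eYFP/Vif cells seeded overnight beforehand.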
RXFP1 ag: activates the human relaxin receptor RXFP1 | Potency, µM (series often up to 57.5 µM), for inactives: at the highest dose activation, usual class: activators | Q9HBX9 | 370,000 compounds, 0.3% hits | HEK293T-RXFP1 cAMP TR-FRET, 30 min; response scale: percent of porcine relaxin response, buffer zero; further: potency means the concentration at half of the fitted maximal effect; on the % scale 0 is the no-effect control and ±100 the full control effect; nearly all actives have a fitted effect of over 60% in size; many of its hits are not listed in these tables
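HEK293T cells stably expressing RXFP1 were pretreated with the PDE4 inhibitor Ro 20174, exposed to compounds for 30 min at 37C, lysed, and cAMP was read by TR-FRET. Data normalized to buffer (basal) and 29 nM porcine relaxin (100%).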
An asterisk follows results filed as active; ? = inconclusive; / = not tested or not shown. Unless noted, the call rests on the fitted dose curve; in most records, active means well fitted curve in the direction sought with a large enough effect; inconclusive means small, poorly fitted or top-dose-only effect, or another doubt; inactive means no such curve, though single readings can be large; an effect the other way counts as inactive or inconclusive. An excerpt; count on the stated rates, not on these rows.

SMILES	D1 antag	D1 PAM	Vif-A3G inh	GRP78 ERSR act	D2 PAM	D1 agonist	RXFP1 antagonist	Vif-APOBEC3F blk	RXFP1 ag
NC(=O)c1oc2ccc(Cl)cc2c1N	-12	5	3%	-5%	0	1	-2	-2%	4.5%
COc1ccc(CNC(=O)CN2C(=O)NC(C)(c3cccc4ccccc34)C2=O)cc1OC (centres undefined)	-19	-4	-2%	-4%	-10	1	3	13%	-1.4%
CN(C)S(=O)(=O)c1cc(NC(=O)COC(=O)Cc2ccc(Cl)cc2Cl)ccc1Cl	-5	0	0%	-4%	-8	5	-4	-14%	1.0%
CC1CN(C(=O)COC(=O)Cc2c(Cl)cccc2Cl)CC(C)O1 (centres undefined)	/	/	-10%	1%	/	/	-7	-15%	/
O=C1NN(c2ccccc2)C(=O)/C1=C\c1coc2ccc(O)cc2c1=O	-70*	-7	-12%	-4%	0	1	-5	?	6.7%
O=C(Nc1cccnc1)C1CCN(S(=O)(=O)c2cccs2)CC1	-32*	-6	0%	-6%	-13	1	-8	-5%	-0.1%
Cc1ccc(C(=O)OC(C)C(=O)c2cc(C)c(C)cc2C)o1 (centres undefined)	1	-5	0%	2%	3	9	-6	2%	-0.8%
O=C1c2ccccc2C(=O)N1CC1c2ccccc2CCN1C(=O)C1CCCCC1 (centres undefined)	1	8	-2%	-3%	9	4	-2	-6%	2.7%
C#CCOc1ccc(C2C3=C(COC3=O)Nc3cc4c(cc32)OCO4)cc1OC (centres undefined)	-5	3	-38%	-4%	/	0	-4	-5%	5.2%
O=C(COc1c(F)c(F)cc(F)c1F)NC(=O)NC1CCCC1	7	-2	1%	-6%	14	8	4	-1%	0.2%
NC(=O)C1CCN(C(=O)CC2(CC(=O)O)CCCCC2)CC1	5	-1	-4%	-3%	8	3	-2	-16%	1.1%
COc1ccccc1C(=O)NC(CCSC)C(=O)Nc1ccc(C)c(S(=O)(=O)N2CCOCC2)c1 (centres undefined)	/	/	1%	-5%	/	/	11	1%	/
O=S(=O)(NC1CC(NS(=O)(=O)OCC(Cl)(Cl)Cl)C2CCCCC12)OCC(Cl)(Cl)Cl (centres undefined)	-12	-6	1%	-5%	-3	10	/	4%	1.3%
O=C(NC1CCC(CC2CCC(NC(=O)C(Cl)Cl)CC2)CC1)C(Cl)Cl (centres undefined)	11	1	2%	-2%	5	3	5	1%	1.3%
O=C(NC1CCCCC1)c1ccc(S(=O)(=O)N2CCCCC2)cc1	1	-3	0%	-4%	-1	1	-11	-3%	-4.7%
O=C1c2cccc(Sc3ccccc3)c2C(=O)c2c(Sc3ccccc3)cccc21	17	1	-1%	4%	0	3	-4	-3%	4.9%
CC(C)C(=O)OCCN=C1NS(=O)(=O)c2ccccc21	-36*	-6	1%	-2%	-8	3	-9	0%	0.1%
CCc1ccccc1NC(=O)COC(=O)c1cn(CC)c2nc(C)ccc2c1=O	14	1	3%	0%	-26	0	/	4%	9.1%
O=C(NC1CCN(S(=O)(=O)c2cccc([N+](=O)[O-])c2)CC1)C1CCCCC1	-4	-3	-1%	-5%	17	2	-15	1%	0.1%
CCCS(=O)(=O)c1c(S(=O)(=O)CCC)c2cc(C(C)(C)C)ccn2c1C(=O)c1ccc(C)cc1	1	0	1%	-3%	-1	0	/	-4%	-0.4%
O=C(COc1cccnc1[N+](=O)[O-])Nc1ccc(N2CCOCC2)cc1	-6	-8	0%	-4%	-6	1	9	5%	0.3%
CSc1ccc(CN(C)C(=O)c2ccc(S(=O)(=O)Nc3ccccc3)cc2)cc1	-8	-5	-1%	-4%	3	27	0	8%	0.0%
CC(C)(CNC(=S)NCCc1ccccc1)CNC(=S)NCCc1ccccc1	-30*	-7	-1%	-2%	-9	15	-3	-13%	0.7%
O=C(OCC(=O)N1CCCC1)c1c[nH]c2ccccc12	-3	9	1%	1%	5	2	9	-3%	-0.1%
Cc1ccccc1CNC(=O)c1ccc2nc(SCc3ccc(F)cc3)n(C)c2c1	-5	-4	1%	-3%	9	13	-13	-5%	-1.5%
CCc1ccc(N(C(=O)c2ccco2)C(C(=O)NC2CCCC2)c2ccco2)cc1 (centres undefined)	/	/	2%	2%	/	/	6	-4%	/
N#CC12C(N)=NC3(OCCO3)C1(C#N)C1=C(CCC1)NC2c1ccccc1 (centres undefined)	-2	-2	-6%	-3%	-5	3	11	0%	2.2%
COc1ccc(NC(=O)C2=CN3CCS(=O)(=O)N=C3C=C2)c(OC)c1	12	1	-1%	-4%	-4	3	-9	5%	1.7%
CC1(C)Cc2c(C#N)c(NCCCO)nc(-c3ccccc3)c2CO1	5	/	0%	-1%	20	2	/	9%	5.5%
CCOc1ccc2[nH]c(=O)c(CN(CC3COCCO3)C(=O)C3CC3)cc2c1 (centres undefined)	-5	-4	6%	-1%	-18	1	-12	6%	0.5%

Limited to D1 agonist and D1 antag, for some of the entries so far:
structure	D1 agonist	D1 antag
O=C1c2cccc(Sc3ccccc3)c2C(=O)c2c(Sc3ccccc3)cccc21	3	17
C#CCOc1ccc(C2C3=C(COC3=O)Nc3cc4c(cc32)OCO4)cc1OC (centres undefined)	0	-5
CC1(C)Cc2c(C#N)c(NCCCO)nc(-c3ccccc3)c2CO1	2	5
O=C(Nc1cccnc1)C1CCN(S(=O)(=O)c2cccs2)CC1	1	-32*

More records.
SMILES	D1 antag	D1 PAM	Vif-A3G inh	GRP78 ERSR act	D2 PAM	D1 agonist	RXFP1 antagonist	Vif-APOBEC3F blk	RXFP1 ag
C/C(=N\NC(=O)c1nnn(-c2nonc2N)c1C)c1ccc(OCc2ccccc2)cc1	-5	-2	4%	1%	7	1	5	7%	-0.8%
Cc1c(Cc2ccccc2)c(=O)[nH]c(=O)n1C	/	/	-2%	-3%	/	/	6	4%	/
CCC(=O)Nc1ccc(-c2nc3ncccc3o2)cc1C	-1	-4	1%	-3%	-4	0	-20	-1%	9.7%
CCNc1nc(NCC)nc(OCC(=O)O)n1	-20	-2	-1%	-4%	-5	3	14	-9%	-4.0%
Oc1ccccc1/C=N/n1c(-c2ccccc2)n[nH]c1=S	-1	5	0%	-1%	2	1	0	-6%	-1.2%
COc1ccc(C(=O)N2CCN(c3ccccn3)CC2)cc1	3	-3	1%	-1%	-3	1	-5	-2%	0.3%
Cc1cccc(NC(=O)CSc2ncnc3sc(C)cc23)c1	0	-10	-1%	-4%	-3	6	17	-4%	0.6%
Cc1ccc(-c2cc3nc(-c4ccccc4)cc(N4CCC5(CC4)OCCO5)n3n2)cc1	-4	-4	-18%	-3%	15	1	-5	7%	7.7%
Cc1nnc(-c2ccc(Cl)cc2)[nH]c1=O	-27	-2	-10%	-3%	-3	0	20	11%	0.9%
N#Cc1ccc(C[C@@H](NS(=O)(=O)c2ccc(C(=O)O)cc2)C(=O)O)cc1	-35*	-5	/	/	/	2	/	/	-0.5%
Cc1nc(NC(=O)c2ccccc2)sc1-c1csc(Nc2cccc(F)c2)n1	-5	-3	/	/	17	3	/	/	-1.6%
O=C(/C=C/c1ccc(F)cc1)N1CCN(c2ccccn2)CC1	7	-3	-16%	2%	4	1	-2	1%	3.2%
Cc1cc(C)cc(OCc2ccc(C(=O)NN)o2)c1	22	-1	-1%	1%	4	3	1	3%	2.5%
CC(C)C(=O)N1CCN(c2ccc([N+](=O)[O-])cc2Cl)CC1	-25	-4	3%	1%	-9	16	/	1%	-0.2%
COc1cccc(-c2nc(NCC3CCCO3)c3ccccc3n2)c1O (centres undefined)	-13	-1	-7%	-7%	15	7	?	4%	30%
Cc1cccc(-n2ncc3c(NC4CCCCC4)ncnc32)c1	6	-7	-15%	0%	-4	2	/	-18%	0.4%
COc1ccc(C(=O)NCCNc2nc3ccc(C)cc3cc2C#N)cc1	4	-9	0%	1%	12	3	-6	-25%	5.1%
COc1ccc(N2CCN(c3nc(NC(C)(C)C)nc(N4CCCCC4)n3)CC2)cc1	-8	-7	0%	-3%	/	-1	-15	1%	-2.1%
Cc1ccc(CS(=O)(=O)c2ncn[nH]2)cc1	-26	-5	-1%	-3%	-7	0	-12	2%	0.5%
CC(=O)C1=C(O)C(=O)N(c2cccnc2)C1c1ccc(Cl)cc1 (centres undefined)	0	2	-1%	-6%	-13	6	-3	-1%	8.1%
O=C(Nc1cccc(F)c1)N1CCC(c2ccccc2)CC1	3	-4	-3%	9%	14	1	-12	-26%	-1.4%
Cc1ccc(N2C(=O)C3CC(c4ccccc4)=C4C5C=CC(C6C(=O)N(c7ccc(C)cc7C)C(=O)C56)C4C3C2=O)c(C)c1 (centres undefined)	-14	-5	-1%	2%	13	2	-21	/	-2.3%
Cc1cn(C2CCCCC2)c(=O)[nH]c1=O	/	/	1%	-4%	/	/	7	-25%	/
CCN(CC(=O)Nc1c(F)cccc1F)C(=O)C1CCN(C(=O)c2ccc(Cl)cc2)CC1	-1	2	1%	-5%	2	3	-10	-4%	0.1%
COc1ccc(C(=O)Nn2c(SCC(=O)NCc3ccccc3)nc3ccccc3c2=O)cc1	3	0	-1%	-8%	2	5	-2	0%	-1.1%
O=S(=O)(NC(=S)Nc1ccccc1)c1ccc(F)cc1	-7	-8	2%	-6%	12	0	1	6%	0.2%
CSc1ccccc1OCc1cc(C(=O)N2CCc3sccc3C2)no1	8	-3	2%	0%	3	8	-8	1%	1.3%
CC(Oc1ccccc1)C(=O)Nc1ccccc1O (centres undefined)	8	-1	2%	6%	-5	3	-3	-3%	3.1%
O=S(=O)(c1ccc(Br)cc1)c1nc(-c2ccco2)oc1NCC1CCCO1 (centres undefined)	-4	2	0%	-6%	5	2	-13	-21%	2.9%
